Bioassay records: PubChem BioAssay, Southern Research Specialized Biocontainment Screening Center
M. tuberculosis HTS – M. tuberculosis growth inhibition, HTS (AID 449762); M. tuberculosis H37Rv growth inhibition, 7H9 media; higher % means a stronger effect; one-dose inhibition, % at 25 µM; IC50 in µM for titrated hits; actives 0.59% (n = 330,000); in the data active means a potency from the dose series; inconclusive means inhibition above about 70% without an active follow-up result;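 further: bacterial growth assessed after seven days of incubation; strong numbers were not always called active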
PhoP GFP inhibition – PhoP regulon inhibitors, Salmonella typhi PhoP promoter GFP reporter, confirmatory (AID 1850); Salmonella Typhi PhoP-promoter GFP reporter, fluorescence, 4 h; higher % means a stronger effect; inhibition, % at 50 µM; hits with a dose series show IC50 in µM; actives 0.33% (n = 310,000); in the data active means a potency from the dose series; inconclusive means inhibition mostly from about 25% at the one dose, without a potency; inactive means the rest, 99 in 100 with inhibition below about 19%;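 further: 0% = induced wells with vehicle and 100% = uninduced wells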
VEEV TC-83 Vero – inhibitors of VEEV TC-83 cytopathic effect, confirmation, Vero cells (AID 588727). Vero cells, VEEV TC-83 cytopathic effect inhibition; higher % means a stronger effect. one-dose inhibition, % at 20 µM; IC50 in µM for titrated hits. actives 0.13% (n = 350,000); in the data active means a potency from the dose series; inconclusive means inhibition mostly from about 14% at the one dose, without a potency; inactive means the rest, 99 in 100 with inhibition below about 12%; further: strong numbers were not always called active
M. tuberculosis – growth inhibition of non-replicating M. tuberculosis (AID 488890); Mycobacterium tuberculosis non-replicating, growth inhibition; higher % means a stronger effect; inhibition, % at 25 µM; hits with a dose series show IC50 in µM; actives 0.39% (n = 320,000); in the data active means a potency from the dose series; inconclusive means inhibition mostly from about 82% at the one dose, without a potency; inactive means the rest, 99 in 100 with inhibition below about 76%;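 further: plate controls were DMSO cells for no effect and high antibiotic wells for full effect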
influenza NS1A – NS1A inhibition, H1N1 influenza, cell based functional assay (AID 504329); NS1A functional cell-based assay, percent inhibition; higher % means a stronger effect; actives 0.3% (n = 340,000); one-dose inhibition, % at 12.5 µM; IC50 in µM for titrated hits; in the data active means a potency from the dose series; inconclusive means inhibition above about 27% without an active follow-up result; further: strong numbers were not always called active
VEEV TC-83 Vero 10K pilot screen – second read-out of VEEV TC-83 Vero, no call of its own (marks repeat the call); inhibition, %; measured here: 10K pilot screen inhibition
* marks the source's active call; other numbers are inactive results; i = inactive; ? = inconclusive; / = not tested or not shown; & = joins results of further samples.

SMILES	M. tuberculosis HTS	PhoP GFP inhibition	VEEV TC-83 Vero	M. tuberculosis	influenza NS1A	others
COC(=O)C1=C(c2ccccc2)C[C@@H]2CC[C@H]1N2C(=O)NC1CCCCC1	0%	-24%	0.2%	5%	8%
Cc1nc(-c2ccccc2)sc1C(=O)/C=C/N(C)C	4%	7%	2.8%	65%	3%
Cc1nc(OCc2ccccc2)c2ccccc2n1	-4%	3%	0.2%	20%	-2%
CCN1CCN(C(=O)c2nn(C)c3c2CS(=O)(=O)c2ccccc2-3)CC1	3%	3%	0.1%	2%	-2%
CC(C(=O)Nc1sccc1C(N)=O)N1C(=O)C2CC=CCC2C1=O (configuration not stated)	11%	4%	0.8%	-5%	-12%
C/C(=N\NC(=O)C1CC1)c1ccc2c(c1)OCCO2	0%	-8%	0.7%	6%	-10%
CCOc1ccc(C(C#N)N2CCOCC2)cc1OC (configuration not stated)	-12%	-9%	i	/	-12%
COC(=O)CCC(=O)c1oc2ccc(Cl)cc2c1NC(=O)CCCN1C(=O)c2ccccc2C1=O	-8%	-7%	0.8%	0%	0%
COc1ccc(OC)c(S(=O)(=O)Nc2ccc3oc4c(c3c2)C(=O)CCC4)c1	-3%	-6%&7%	i	9%	0%
C#CC(CC)(CC)NC(=O)c1nn(-c2ccccc2Cl)c(C)cc1=O	3%	2%	0.1%	13%	4%
COC(=O)c1cc(=O)c2ccc(OC)cc2o1	/	/	5.9%	/	8%
COCCN(C(=O)/C=C/c1ccccc1)c1nnc(-c2cccnc2)s1	14%	7%	0.7%	7%	-2%

The list goes on, overlapping the part above by six compounds.
SMILES	M. tuberculosis HTS	PhoP GFP inhibition	VEEV TC-83 Vero	M. tuberculosis	influenza NS1A	others
CCOc1ccc(C(C#N)N2CCOCC2)cc1OC (configuration not stated)	-12%	-9%	i	/	-12%
COC(=O)CCC(=O)c1oc2ccc(Cl)cc2c1NC(=O)CCCN1C(=O)c2ccccc2C1=O	-8%	-7%	0.8%	0%	0%
COc1ccc(OC)c(S(=O)(=O)Nc2ccc3oc4c(c3c2)C(=O)CCC4)c1	-3%	-6%&7%	i	9%	0%
C#CC(CC)(CC)NC(=O)c1nn(-c2ccccc2Cl)c(C)cc1=O	3%	2%	0.1%	13%	4%
COC(=O)c1cc(=O)c2ccc(OC)cc2o1	/	/	5.9%	/	8%
COCCN(C(=O)/C=C/c1ccccc1)c1nnc(-c2cccnc2)s1	14%	7%	0.7%	7%	-2%
O=S(=O)(NC1CCCCC1)c1cccc2nsnc12	-2%	-2%	3.0%	-8%	7%
Cn1nc(-c2ccc(Cl)cc2)c2cc(C(=O)N3CCCC3)sc21	-7%	-8%	8.0%	/	-3%
O=C(Cn1cnc2scc(-c3ccc(F)cc3)c2c1=O)NCC(c1ccco1)N1CCCC1 (configuration not stated)	/	/	1.1%	/	-5%
Cn1c(SCC(N)=O)nnc1-c1cnccn1	0%	-5%	0.6%	-4%	-8%
CCOCCCNC(=S)N1CCC(NC(=O)c2ccco2)CC1	-3%	12%	i	31%	-3%
Cc1ccc(N=Cc2nc(-c3ccco3)oc2O)cc1	?	-5%	i	/	6%
CCN(C(=O)/C=C/c1ccc(OC)cc1)C1CCS(=O)(=O)C1 (configuration not stated)	2%	2%	2.3%	-10%	-6%
O=C(O)c1ccc(CSc2nc3ccccc3c(=O)n2-c2ccccc2)cc1	6%	4%	1.2%	-7%	-3%
COc1ccc(Cc2nnc(SC)[nH]c2=O)cc1OC	-7%	4%	i	-6%	-1%
CC(NC(=O)c1ccccc1SCC(=O)N1CCCC1)c1ccccc1 (configuration not stated)	-9%	7%	6.0%	-16%	-5%
CCOc1ccc(/C=N/Nc2cc(=O)n(C)c(=O)n2C)cc1	4%	1%	2.2%	-7%	-6%
CCNc1nc(NCC)nc(ON=C(C)C)n1	7%	2%	/	-9%	/

Reprinted at random: 4 entries already listed, in no set order.
SMILES	M. tuberculosis HTS	PhoP GFP inhibition	VEEV TC-83 Vero	M. tuberculosis	influenza NS1A	others
O=C(Cn1cnc2scc(-c3ccc(F)cc3)c2c1=O)NCC(c1ccco1)N1CCCC1 (configuration not stated)	/	/	1.1%	/	-5%
CCNc1nc(NCC)nc(ON=C(C)C)n1	7%	2%	/	-9%	/
CCOCCCNC(=S)N1CCC(NC(=O)c2ccco2)CC1	-3%	12%	i	31%	-3%
CCN(C(=O)/C=C/c1ccc(OC)cc1)C1CCS(=O)(=O)C1 (configuration not stated)	2%	2%	2.3%	-10%	-6%

The main list resumes; the six compounds before the break are reprinted first.
SMILES	M. tuberculosis HTS	PhoP GFP inhibition	VEEV TC-83 Vero	M. tuberculosis	influenza NS1A	others
CCN(C(=O)/C=C/c1ccc(OC)cc1)C1CCS(=O)(=O)C1 (configuration not stated)	2%	2%	2.3%	-10%	-6%
O=C(O)c1ccc(CSc2nc3ccccc3c(=O)n2-c2ccccc2)cc1	6%	4%	1.2%	-7%	-3%
COc1ccc(Cc2nnc(SC)[nH]c2=O)cc1OC	-7%	4%	i	-6%	-1%
CC(NC(=O)c1ccccc1SCC(=O)N1CCCC1)c1ccccc1 (configuration not stated)	-9%	7%	6.0%	-16%	-5%
CCOc1ccc(/C=N/Nc2cc(=O)n(C)c(=O)n2C)cc1	4%	1%	2.2%	-7%	-6%
CCNc1nc(NCC)nc(ON=C(C)C)n1	7%	2%	/	-9%	/
CCOc1ccc(CCNC(=O)c2ccccc2OCc2c(C)noc2C)cc1OCC	-12%	1%	6.9%	19%	-2%
CCOC(=O)c1ccccc1NC(=O)COC(=O)CCC(=O)c1ccc(C)cc1	55%	3%	0.4%	48%	-2%
O=C(NC1CCS(=O)(=O)C1)C1CCCC1 (configuration not stated)	-2%	0%	2.2%	-5%	-7%
Cc1ccc(N=C2NC(=O)CS2)c(C)c1	-2%	-7%	0.9%	23%	-27%
CCOC(=O)C(NC(=O)Nc1ccc(F)cc1F)(Oc1ccc(F)cc1)C(F)(F)F (configuration not stated)	-1%	-9%	i	4%	-8%
Cn1c(=O)c2c(nc(N/N=C/c3ccc(OC(=O)c4ccco4)cc3)n2Cc2ccccc2)n(C)c1=O	-5%	7%	5.4%	21%	1%
CSCC[C@H](NC(=O)c1ccco1)c1nnc2ccccn12	2%	0%	i	5%	-4%
C=CCn1c(CNC(=O)CCC)nc2ccccc21	7%	3%	i	-3%	-8%
CCOC(=O)Nc1ccc2c(C)cc(=O)oc2c1	-5%	0%	1.8%	-1%	32%
Cc1ccc2[nH]cc(CCNC(=O)C3CCCO3)c2c1 (configuration not stated)	7%	-6%	0.6%	16%	-5%
CCC(C(=O)NCC1CCCO1)N(Cc1ccccc1)C(=O)CNS(=O)(=O)c1ccccc1 (configuration not stated)	20%	16%	i	16%	-5%
COc1ccc(/C=C/C(O)=C2/C(=O)NC3(C)CC2c2ccccc2O3)c(OC)c1OC (configuration not stated)	5%	8%	7.4%	20%	1%
O=C(CSc1nnc(-c2cccnc2)n1Cc1ccco1)c1ccc2ccccc2c1	2%	26%	3.1%	54%	9%
Cc1ccc(C2c3[nH]c4ccccc4c3C[C@H]3C(=O)N(c4ccccc4C(=O)N4CCC[C@H]4C(=O)O)C(=O)N23)cc1 (some centres not stated)	2%	-10%	1.6%	34%	-3%
O=C(C1COc2ccccc2O1)N1CCn2c(nc3ccccc32)C1 (configuration not stated)	-7%	14%	1.5%	5%	-3%
CCOC(=O)C1CCNC(=O)C1=O (configuration not stated)	/	/	1.4%	/	-25%
COc1ccc(O[C@H]2C=C[C@@H](c3ccccc3)O[C@@H]2COC(=O)CC/C(C)=N/OC[C@@H](O)[C@H]2O[C@@H]3OC(C)(C)O[C@@H]3[C@H]2O)cc1	5%	12%	/	-4%	/
CCOC(=O)c1nn(-c2cccc(C)c2)c2nc(-c3ccccc3)c(C#N)c(=O)n12	7%	-16%	0.9%	22%	3%
O=S(=O)(c1cccc(S(=O)(=O)N2CCC(n3nnc4ccccc43)CC2)c1)N1CCCCC1	-8%	-1%	5.3%	25%	8%
Oc1ccccc1C1=NN(c2ccccc2)C(c2ccc(F)cc2)C1 (configuration not stated)	-3%	3%	0.2%	-15%	-41%
COc1ccccc1C(=O)Nc1ccc2c(c1)nc(CCNC(C)=O)n2C	-9%	-5%	0.5%	1%	-16%
Nc1nc(COC(=O)c2ccc3c(c2)OCCO3)nc(Nc2ccccc2)n1	?	/	8.9%	16%	6%
CCNS(=O)(=O)c1ccc(NC(=O)c2cccnc2)cc1	-2%	-15%	4.0%	9%	-22%
CC(=O)c1cn(-c2ccc([N+](=O)[O-])cc2)c(=O)n(C)c1=O	-9%	3%	i	-10%	-22%
CC1CCC(NC(=O)CN(C)CC(=O)Nc2ccc(F)cc2)CC1 (configuration not stated)	-1%	/	0.6%	77%	-3%
O=C(N1CCOCC1)N1CCN(S(=O)(=O)c2cccc([N+](=O)[O-])c2)CC1	4%	-33%	1.9%	-6%	3%
COc1ccc(C(=O)OC(C)CN2CCN(C)CC2)cc1 (configuration not stated)	3%	-4%	i	-8%	2%
CC(=O)OC1c2ccccc2C(=O)N1Cc1ccccc1Cl (configuration not stated)	-4%	-8%	i	-1%	5%	VEEV TC-83 Vero 10K pilot screen=0.8
CC(C)c1ccc(NC(=O)CSc2n[nH]c(=O)n2Cc2ccco2)cc1	0%	0%	0.4%	16%	/
CN1C(=O)CC(N2CCN(CCN=CC3=C(O)CC(C)(C)CC3=O)CC2)C1=O (configuration not stated)	9%	-8%	0.2%	34%	0%
COc1cc(OC)cc(C(=O)Nc2ccc(C(=O)Nc3ccccc3OC)cc2)c1	8%	/	?	10%	3%
COCCCNC(=O)c1cc(C)nc2ccc(F)cc12	4%	2%	2.6%	-4%	3%
Cc1ccc(C(=O)Nn2cnnc2)cc1	-2%	-11%	0.7%	-13%	-4%
COCCNC(=O)CN(Cc1ccc(Cl)cc1)S(C)(=O)=O	-4%	1%	i	-23%	1%
Cc1ccc(Cl)cc1NS(=O)(=O)N1CCOCC1	0%	-3%	0.1%	14%	-1%
CS(=O)(=O)N(CC(=O)N/N=C/c1cc([N+](=O)[O-])ccc1Cl)c1ccccc1	0%	-1%	0.8%	0%	3%
COc1ccc(NC(=S)N(CCc2c(C)[nH]c3ccc(C)cc23)Cc2cccs2)cc1	-7%	-15%	5.6%	/	13%
CCc1ccc(NC(=O)C2CC(=O)Nc3ncnn32)cc1 (configuration not stated)	-6%	-4%	0.1%	-16%	-1%
C=CCc1c(C)nc(SC)nc1Nc1ccc(C)cc1	56%	-5%	i	9%	-1%
Cc1onc(-c2ccccc2Cl)c1C(=O)Nc1ccc(S(=O)(=O)Nc2nccs2)cc1	-1%	0%	2.2%	6%	-17%
COC(=O)c1cc(Br)c(=O)n(-c2ccccn2)c1	-2%	6%	0.2%	-7%	-23%
CCNC(=O)CSc1nnc(C2CC2)n1-c1ccccc1	0%	0%	i	-12%	0%
